Source: PubChem BioAssay (several laboratories)
STEP inh – STEP (human) phosphatase inhibition | recombinant STEP, OMFP fluorogenic substrate, fluorescence | inhibition, % at 20 µM | 0.25% of 360,000 active | AID 588621;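 active = inhibition at 20 µM, scaled per plate between control wells, above about 37%, limit read from the data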;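 note: 0% = DMSO with enzyme and substrate and 100% = substrate only without enzyme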
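System: isolated STEP enzyme; schedule: 20 min enzyme reaction at room temperature, protected from light; medium: Bis-Tris buffer pH 6.0, 2.5 mM DTT, 0.005% Tween 20; signal: fluorescence, 480/540 nm; dosing: single compound dose of 20 µM, 1% DMSO final; also added: OMFP substrate, 25 µM final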
DNMT1 block – DNMT1 (human) enzyme inhibition; P26358; DNMT1 molecular beacon, Hinp1I cleavage, fluorescence; inhibition (reported as % activation of signal), % at 10 µM; 0.83% of 360,000 active; in the data active = inhibition above about 50%
CSN deneddyl inh – CSN deneddylation inhibition. Q92905. Purified CSN, SCF-Nedd8-OG deneddylation, fluorescence polarization. inhibition, % at 12.5 µM. 0.38% of 360,000 active. AID 651999;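 active = pattern-corrected inhibition above about 35%, with an unprinted fluorescence ratio check between 0.5 and 1.5, limit read from the data, passing the limit was not always enough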;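 note: 0% = enzyme with substrate and 100% = substrate without enzyme; some results filed as inactive read as strong as hits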
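Assay system: HEK293T-derived human Csn5 enzyme; quantity: 0.24 nM enzyme; medium: Tris/NaCl/DTT buffer, pH 7.5; also added: substrate SCFSkp2-Nedd8OG, 10 nM; doses: 12.5 µM compound; schedule: 90 min reaction at room temperature; signal: FP; read-out: % inhibition of substrate cleavage by Csn5; benchmarks: substrate-only high control, full reaction low control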
NadD block – inhibitors of Staphylococcus aureus NadD; purified NadD enzyme, colorimetric absorbance read-out; 0.78% of 360,000 active; inhibition, % at 20 µM; in the data active = inhibition above about 26%; note: some compounds past the cut are filed as inactive
SUMO1 PPI mod – modulators of human SUMO1-mediated protein-protein interactions | 0.33% of 360,000 active | AID 602429 | SUMO1 binding to a labelled peptide, TR-FRET, 1 h | inhibition, % at 20 µM; in the data active = inhibition above about 37%
Tb MetRS inh – blocks T. brucei methionyl-tRNA synthetase activity | purified T. brucei MetRS, ATP depletion, Kinase-Glo luminescence | inhibition, % at 11.9 µM | AID 624268 | 0.4% of 360,000 active;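 active = inhibition above a per-plate cutoff of the control wells' mean inhibition plus 3 SD, cut at about 5.5% in these data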;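 note: 0% = DMSO wells median and 100% = median of wells with control inhibitor compound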
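Assay system: T. brucei methionyl-tRNA synthetase, purified | Medium: HEPES buffer with MgCl2, KCl, DTT, spermine, BSA, pyrophosphatase | Compound: 11.9 µM single point | Incubation: 15 min enzyme-compound preincubation, 2 h reaction, 10 min detection, 25 °C | Measured by: Kinase-Glo luciferase luminescence reporting remaining unconsumed ATP | Measure: % inhibition normalized to control-well medians | Replication: Singlicate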
LMPTP block – LMPTP (human) inhibition; P24666; recombinant LMPTP-A, OMFP fluorogenic substrate, fluorescence intensity; inhibition, % at 20 µM; 0.22% of 360,000 active;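 active = compounds that cut the enzyme signal by at least half of the control window in the single-dose screen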;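 note: plate controls were DMSO wells with enzyme plus substrate for no effect and substrate without enzyme for full effect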
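Material: LMPTP-A; amount: 0.625 nM enzyme; doses: single 20 µM dose; times: reaction 50 min, room temperature, dark; technique: fluorescence intensity of OMFP turnover product; benchmarks: no-enzyme and uninhibited controls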
MsrA inhibitor – inhibitors of bovine MsrA | purified bovine MsrA, absorbance read-out | inhibition, % at 15.5 µM | 0.75% of 360,000 active | AID 651718; in the data active = inhibition above about 4.5%;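 note: 0% = vehicle wells with enzyme and 100% = reference inhibitor wells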
Rpn11 block – inhibitors of human proteasome Rpn11 | O00487 | human 26S proteasome, Ub4-pepOG fluorescence polarization; 20S core pre-blocked with epoxomicin | calls only at 20 µM | 0.59% of 360,000 active;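 active = inhibition at 20 µM, scaled to each plate's controls, above about 33%, limit read from the data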
Scp1 inh – Scp-1 (human) phosphatase inhibition | 0.88% of 340,000 active | Recombinant Scp1, phosphopeptide, malachite green phosphate absorbance | inhibition, % at 20 µM | Q9GZU7 | AID 493091;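 active = inhibition above about 50% at 20 µM, limit read from the data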;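 note: plate controls were DMSO wells with enzyme for no effect and wells lacking enzyme for full effect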
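System: truncated SCP-1 phosphatase (76-261aa); medium: Tris acetate buffer pH 5.5 with MgCl2 and Tween-20; incubation: 45 min room-temperature reaction, 5 min colour, 30 min stabiliser; compound: single 20 µM dose, 1% DMSO; reagent: Phosphorylated 17-residue peptide substrate; read-out: % inhibition at 20 µM; technique: colorimetric free-phosphate detection, absorbance 630 nm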
* hit, by the source's call; i = inactive; · = no result given.

nr	molecule	STEP inh	DNMT1 block	CSN deneddyl inh	NadD block	SUMO1 PPI mod
1	OC(c1ccccc1)c1ccncc1 (centres undefined)	-2	-2	-8	1	-1
2	c1csc(CNc2nc3ccccc3n2CCN2CCOCC2)c1	0	-1	6	-4	0
3	COc1ccc(CNC(=O)CCc2cc(OC)c(OC)c(OC)c2)cc1	2	4	-3	-6	1
4	O=[N+]([O-])c1ccc(N=NN(CCO)CCO)cc1	-3	1	6	-4	-23
5	CC(=O)NC(Cc1ccc(F)cc1)C(=O)NC1CCN(c2ncccc2[N+](=O)[O-])CC1 (centres undefined)	-1	0	8	-2	-17
6	CCOc1ccc(C(=O)NCC(=O)OCC(=O)Nc2ccccc2OCC)cc1	4	0	2	0	1
7	O=C(CN(C(=O)CNS(=O)(=O)c1ccccc1)C1CCCC1)NCC1CCCO1 (centres undefined)	1	3	-8	-4	-3
8	COCc1ccc(C(=O)N2CCCC(CNC(=O)c3ccc(F)cc3)C2)o1 (centres undefined)	-1	1	0	3	1
9	COc1cccc2c1CCC(NC(C)=O)C2=O (centres undefined)	-4	1	1	-23	-2
10	CCc1cc(=O)oc2c(C)c(OCC(=O)NCc3ccccn3)ccc12	-3	-1	-1	1	-2
11	N#Cc1c(-c2ccccc2)ccnc1N1CCOCC1	-3	-6	11	-8	-6
12	CN(CCOc1ccc(Br)cc1)C(=O)CNC(=O)c1ccc2ccccc2c1	2	0	-6	-6	-14

nr	Tb MetRS inh	LMPTP block	MsrA inhibitor	Rpn11 block	Scp1 inh
1	0.5	0.3	0.3	i	2
2	-0.2	4.8	1.1	i	2
3	0.0	-1.0	-0.2	i	-11
4	-0.2	-2.3	5.3*	i	1
5	-0.4	3.6	-0.6	i	-1
6	-0.9	-0.5	-1.2	i	-5
7	0.3	-1.5	0.3	i	-2
8	-0.4	-0.4	-1.2	i	1
9	-0.9	-1.1	0.3	i	1
10	-1.4	-0.7	-0.6	i	-2
11	-0.9	-0.1	3.0	i	0
12	1.9	3.5	0.3	i	-6

By substructure: the compounds so far containing sulfur.
nr	molecule	STEP inh	DNMT1 block	CSN deneddyl inh	NadD block	SUMO1 PPI mod
2	c1csc(CNc2nc3ccccc3n2CCN2CCOCC2)c1	0	-1	6	-4	0
7	O=C(CN(C(=O)CNS(=O)(=O)c1ccccc1)C1CCCC1)NCC1CCCO1 (centres undefined)	1	3	-8	-4	-3

nr	Tb MetRS inh	LMPTP block	MsrA inhibitor	Rpn11 block	Scp1 inh
2	-0.2	4.8	1.1	i	2
7	0.3	-1.5	0.3	i	-2

The main list resumes, repeating the 2 entries before the break.
nr	molecule	STEP inh	DNMT1 block	CSN deneddyl inh	NadD block	SUMO1 PPI mod
11	N#Cc1c(-c2ccccc2)ccnc1N1CCOCC1	-3	-6	11	-8	-6
12	CN(CCOc1ccc(Br)cc1)C(=O)CNC(=O)c1ccc2ccccc2c1	2	0	-6	-6	-14
13	CN(C)CCCOC(=O)c1ccc(Br)cc1	-1	0	1	-6	-1
14	CCOC(=O)/C(C#N)=C/c1cn(CCC(=O)O)nc1-c1ccc(Br)cc1	3	-1	2	-1	-12
15	COc1nc(OC)nc(N2CCC(C(=O)Nc3cccc4ccccc34)CC2)n1	-2	-12	-3	4	-6
16	COC(=O)CC(NC(=O)c1cccs1)c1ccc(OC)c(OC)c1 (centres undefined)	2	-6	2	-3	2
17	COc1ccc(NC(=O)c2cccnc2)cc1	-1	3	4	-8	4
18	COc1cccc(NC(=O)c2ccc3snnc3c2)c1	0	0	-5	-7	-9
19	Cc1ccc(NC(=O)NCc2cccnc2)cc1C	3	1	2	-5	3
20	O=C(CCN1C(=O)c2ccccc2S1(=O)=O)NCc1ccccc1Cl	-2	1	-3	-1	-2
21	CNC(=O)c1ccsc1NC(=O)CS(=O)(=O)c1ccc(F)cc1	3	4	-1	-2	2
22	CC1CCCN(Cc2nc3c(c(=O)n(C)c(=O)n3C)n2CCCc2ccccc2)C1 (centres undefined)	2	-2	0	-2	2
23	Cc1sc2ncnc(N3CCC(C(=O)N(C)CC(=O)Nc4ccccc4Cl)CC3)c2c1C	-2	-11	-3	1	-95
24	CC(C)c1cccc(-c2ccc3c(c2)S(=O)(=O)c2cccc(C(=O)NCc4ccccc4)c2C3=O)c1	2	49	2	18	4

nr	Tb MetRS inh	LMPTP block	MsrA inhibitor	Rpn11 block	Scp1 inh
11	-0.9	-0.1	3.0	i	0
12	1.9	3.5	0.3	i	-6
13	0.1	-4.6	-0.5	i	-5
14	-0.7	-1.3	2.3	i	-8
15	-0.4	0.3	-0.7	i	-7
16	-0.6	-0.3	0.4	i	-8
17	-0.9	-0.1	0.1	i	-3
18	0.0	-2.4	0.2	i	-4
19	-0.5	0.3	-2.0	i	-8
20	0.0	-1.0	-0.7	i	-2
21	0.1	-0.5	0.8	i	·
22	-0.3	-1.0	-0.6	i	-2
23	-0.6	-9.4	0.3	i	-3
24	-0.4	0.5	-0.7	i	-6

Single records, from the list above. Order of screens: STEP inh, DNMT1 block, CSN deneddyl inh, NadD block, SUMO1 PPI mod, Tb MetRS inh, LMPTP block, MsrA inhibitor, Rpn11 block, Scp1 inh
`CNC(=O)c1ccsc1NC(=O)CS(=O)(=O)c1ccc(F)cc1` in the list: 3, 4, -1, -2, 2, 0.1, -0.5, 0.8, i, ·
`CN(C)CCCOC(=O)c1ccc(Br)cc1` in the list: -1, 0, 1, -6, -1, 0.1, -4.6, -0.5, i, -5
`COc1nc(OC)nc(N2CCC(C(=O)Nc3cccc4ccccc34)CC2)n1` in the list: -2, -12, -3, 4, -6, -0.4, 0.3, -0.7, i, -7

Next entries
nr	molecule	STEP inh	DNMT1 block	CSN deneddyl inh	NadD block	SUMO1 PPI mod
25	CN(Cc1ccccc1)C(=O)CSc1n[nH]c(N)n1	-4	1	0	-1	-1
26	Cc1c(C#N)c(O)n(CCO)c(=O)c1N=Nc1ccc2c(c1)COC2=O	1	-2	9	-5	-30
27	CCc1ccc(NC(=O)CSc2nnc(-c3cnccn3)n2C)cc1	-1	0	-2	2	0
28	Cc1ccc(CN(C(=O)c2ccco2)C2CCS(=O)(=O)C2)cc1 (centres undefined)	2	0	1	0	-2
29	O=C(CSc1nnc(CNC(=O)c2c(F)cccc2Cl)o1)Nc1ccccc1	2	6	-4	-3	1
30	Cc1nn(-c2cccc([N+](=O)[O-])c2)c(N)c1-c1ccccc1	1	1	0	-1	-27
31	N#Cc1cc([N+](=O)[O-])ccc1N1CCCC1	0	1	-21	3	-25
32	Cc1c(-c2ccccc2)oc2c(C(=O)N3CCN(c4ccc([N+](=O)[O-])cc4)CC3)cccc2c1=O	5	-10	2	12	-12
33	Cc1ccc(NS(=O)(=O)c2ccc(C(C)(C)C)cc2)cn1	0	0	2	6	6
34	O=C(NCCCn1ccnc1)c1nn2c(C(F)(F)F)cc(-c3ccccc3)nc2c1Cl	2	3	2	-2	-17
35	O=C(Nc1cccc2cccnc12)c1cc(F)c(F)cc1Cl	1	5	-2	4	-1
36	O=C(COc1ccccc1)OCC(=O)N1CCCc2ccccc21	-1	2	3	-4	-1
37	CCOc1ccc(OCCC(=O)N2CCc3cc(OC)c(OC)cc3C2)cc1	1	0	-2	-6	3
38	C=CCNC(=O)C1CCN(c2nc(C)cc(-c3ccccc3)n2)CC1	1	-4	3	-6	2
39	COCCCNC(=O)c1cc(Sc2ccc(F)cc2)nc2ccccc12	-2	2	-8	-1	-6

nr	Tb MetRS inh	LMPTP block	MsrA inhibitor	Rpn11 block	Scp1 inh
25	-0.8	-1.6	0.8	i	-6
26	-0.5	3.0	0.8	i	7
27	-0.3	-0.1	0.9	i	-3
28	-0.1	0.1	-0.2	i	-5
29	-1.5	-2.6	-0.1	i	12
30	0.8	-0.5	1.6	i	-5
31	2.8	-1.2	11*	i	-7
32	-0.5	2.9	-0.9	i	-13
33	-0.3	-0.6	1.3	i	-4
34	-1.4	-1.9	2.1	i	-3
35	1.1	1.3	-0.3	i	-2
36	-0.3	-0.3	-0.1	i	-8
37	-0.7	-0.3	-0.1	i	-15
38	-0.6	0.0	·	i	1
39	-0.9	0.7	0.4	i	-11
